Neddyl block: blocks human cullin neddylation; P61081+Q13564; TR-FRET cullin neddylation, biochemical; calls only at 25 µM; 0.58% of 360,000 active; AID 651699; in the data active means inhibition above about 36%
Target sequence (P61081 whole entry, looked up): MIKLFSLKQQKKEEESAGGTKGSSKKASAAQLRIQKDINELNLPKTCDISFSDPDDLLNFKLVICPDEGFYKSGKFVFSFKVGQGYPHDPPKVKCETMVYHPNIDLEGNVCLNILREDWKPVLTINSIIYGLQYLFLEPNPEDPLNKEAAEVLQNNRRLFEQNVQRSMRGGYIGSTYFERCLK
Target sequence (Q13564 whole entry, looked up): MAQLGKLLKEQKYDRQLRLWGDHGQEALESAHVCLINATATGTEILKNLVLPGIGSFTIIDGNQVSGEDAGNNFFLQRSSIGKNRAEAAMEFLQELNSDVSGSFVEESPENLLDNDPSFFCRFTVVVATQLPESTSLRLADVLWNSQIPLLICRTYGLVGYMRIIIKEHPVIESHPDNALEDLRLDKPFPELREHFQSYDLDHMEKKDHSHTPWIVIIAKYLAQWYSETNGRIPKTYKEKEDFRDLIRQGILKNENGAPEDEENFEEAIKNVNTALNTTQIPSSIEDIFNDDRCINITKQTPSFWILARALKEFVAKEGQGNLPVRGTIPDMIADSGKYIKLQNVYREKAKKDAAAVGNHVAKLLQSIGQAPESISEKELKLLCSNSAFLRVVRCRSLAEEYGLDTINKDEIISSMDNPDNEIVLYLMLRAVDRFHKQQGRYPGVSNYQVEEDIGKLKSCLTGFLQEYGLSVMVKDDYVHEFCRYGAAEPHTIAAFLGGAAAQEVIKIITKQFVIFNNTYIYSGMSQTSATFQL
CSN deneddyl inh: CSN deneddylation inhibition | inhibition, % at 12.5 µM | 0.38% of 360,000 active | Q92905 | Purified CSN, SCF-Nedd8-OG deneddylation, fluorescence polarization;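 active means pattern-corrected inhibition above about 35%, with an unprinted fluorescence ratio check between 0.5 and 1.5, limit read from the data, passing the limit was not always enough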;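 further: 0% = enzyme with substrate and 100% = substrate without enzyme; some results filed as inactive read as strong as hits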
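Assay system: purified human Csn5 enzyme expressed in HEK293T cells; measure: % inhibition; also added: SCFSkp2-Nedd8OG substrate at 10 nM final; technique: fluorescence polarization; times: reaction 90 min, room temperature; medium: Tris buffer pH 7.5, NaCl, DTT, Tween-20, trehalose, ovalbumin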
DNMT1 block: DNMT1 (human) enzyme inhibition | inhibition (reported as % activation of signal), % at 10 µM | DNMT1 molecular beacon, Hinp1I cleavage, fluorescence | P26358 | AID 588458 | 0.83% of 360,000 active; in the data active means inhibition above about 50%
NadD block: NadD (S. aureus) enzyme inhibition; inhibition, % at 20 µM; 0.78% of 360,000 active; purified NadD enzyme, colorimetric absorbance read-out; in the data active means inhibition above about 26%; further: some compounds past the cut are filed as inactive
LMPTP block: LMPTP (human) inhibition; 0.22% of 360,000 active; AID 651560; P24666; recombinant LMPTP-A, OMFP fluorogenic substrate, fluorescence intensity; inhibition, % at 20 µM;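 active means compounds that cut the enzyme signal by at least half of the control window in the single-dose screen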;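 further: plate controls were DMSO wells with enzyme plus substrate for no effect and substrate without enzyme for full effect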
Target sequence (P24666 whole entry, looked up): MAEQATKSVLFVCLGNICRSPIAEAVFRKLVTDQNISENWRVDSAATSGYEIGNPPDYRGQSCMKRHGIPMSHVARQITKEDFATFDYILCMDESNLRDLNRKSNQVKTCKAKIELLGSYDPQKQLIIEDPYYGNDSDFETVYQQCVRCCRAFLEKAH
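Test system: LMPTP-A phosphatase enzyme. Amount: LMPTP-A at 0.625 nM final in the reaction. Reagent: OMFP substrate, 400 µM final. Times: 50 min at room temperature. Signal: endpoint fluorescence intensity from OMFP dephosphorylation. Read-out basis: % inhibition. Benchmarks: no-enzyme and uninhibited controls.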
Scp1 inh: inhibitors of human Scp-1 phosphatase. 0.88% of 340,000 active. Recombinant Scp1, phosphopeptide, malachite green phosphate absorbance. inhibition, % at 20 µM. Q9GZU7;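 active means inhibition above about 50% at 20 µM, limit read from the data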;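 further: plate controls were DMSO wells with enzyme for no effect and wells lacking enzyme for full effect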
Target sequence (Q9GZU7 76-261 limits assumed): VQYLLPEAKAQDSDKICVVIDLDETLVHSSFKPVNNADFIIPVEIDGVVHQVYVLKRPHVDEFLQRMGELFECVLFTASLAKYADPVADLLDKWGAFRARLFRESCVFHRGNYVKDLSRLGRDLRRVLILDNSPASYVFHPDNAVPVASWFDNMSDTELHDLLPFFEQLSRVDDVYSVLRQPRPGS
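Assay system: SCP-1 catalytic fragment, aa 76-261 | Buffer or medium: Tris acetate buffer pH 5.5 with MgCl2 and Tween-20 | Compound: One concentration, 20 µM, with 1.0% DMSO | Also added: Phospho 17-mer peptide substrate | Signal: Absorbance at 630 nm | Incubation: 45 min enzyme reaction at room temperature | Measure: % inhibition of SCP-1 phosphate liberation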
Rin1-Abl PPI inh: inhibitors of human Rin1-Abl protein interaction; AID 588664; P00519+Q13671; 0.4% of 360,000 active; inhibition, % at 7.35 µM; TR-FRET Rin1/Abl binding, biochemical; in the data active means inhibition above about 5%, passing the limit was not always enough
STEP block: blocks human striatal-enriched tyrosine phosphatase; recombinant STEP, OMFP fluorogenic substrate, fluorescence; inhibition, % at 20 µM; 0.25% of 360,000 active; AID 588621;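 active means inhibition at 20 µM, scaled per plate between control wells, above about 37%, limit read from the data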;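 further: 0% = DMSO with enzyme and substrate and 100% = substrate only without enzyme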
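Assay system: isolated STEP enzyme. Buffer or medium: pH 6.0 Bis-Tris with DTT and Tween 20. Also added: fluorogenic phosphatase substrate OMFP at 25 µM final. Dosing: 20 µM, 1% DMSO. Timing: 20 min reaction, room temperature, in the dark. Measured by: fluorescence intensity, excitation 480 nm, emission 540 nm. Evaluation: normalized % inhibition.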
SUMO1 PPI mod: modulators of human SUMO1-mediated protein-protein interactions | inhibition, % at 20 µM | 0.33% of 360,000 active | P63165 | SUMO1 binding to a labelled peptide, TR-FRET, 1 h; in the data active means inhibition above about 37%
Rpn11 inh: inhibitors of human proteasome Rpn11. O00487. human 26S proteasome, Ub4-pepOG fluorescence polarization; 20S core pre-blocked with epoxomicin. calls only at 20 µM. 0.59% of 360,000 active;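 active means inhibition at 20 µM, scaled to each plate's controls, above about 33%, limit read from the data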
The depositor's hits bear a star. Compounds were not picked by outcome; any-hit rate near 3.8%.

How did Nc1cc(N)nc(SCc2cccc(F)c2)n1 do in these assays?
Neddyl block: inactive; CSN deneddyl inh: -2; DNMT1 block: -1; NadD block: -5; LMPTP block: -1.7; Scp1 inh: -10; Rin1-Abl PPI inh: 2; STEP block: 1; SUMO1 PPI mod: 2; Rpn11 inh: inactive

Results for Cc1cc(NC(=O)c2cccc(N3C(=O)CCC3=O)c2)no1 ?
Neddyl block: inactive; CSN deneddyl inh: 0; DNMT1 block: 1; NadD block: 3; LMPTP block: -0.9; Scp1 inh: 4; Rin1-Abl PPI inh: 0; STEP block: -5; SUMO1 PPI mod: -1; Rpn11 inh: inactive

What do the screens show for `CN(C)c1nc(N)nc(/C(C#N)=C/C2CC3C=CC2C3)n1` (configuration not stated)?
Neddyl block: inactive; CSN deneddyl inh: 3; DNMT1 block: -7; NadD block: -3; LMPTP block: 67*; Scp1 inh: -3; Rin1-Abl PPI inh: -1; STEP block: 0; SUMO1 PPI mod: 4; Rpn11 inh: inactive

What do the screens show for `Clc1ccc(-c2cn3cccnc3n2)cc1Cl`?
Neddyl block: inactive; CSN deneddyl inh: 4; DNMT1 block: -6; NadD block: 21; LMPTP block: 0.8; Scp1 inh: -2; Rin1-Abl PPI inh: 2; STEP block: -2; SUMO1 PPI mod: -6; Rpn11 inh: inactive

Results for CN(C)CCCNC1=CC(=O)OC12CCCCC2 ?
Neddyl block: inactive; CSN deneddyl inh: -5; DNMT1 block: 1; NadD block: 3; LMPTP block: -4.3; Scp1 inh: 4; Rin1-Abl PPI inh: 2; STEP block: 3; SUMO1 PPI mod: -4; Rpn11 inh: inactive

How did COC(=O)CN=Cc1c(O)n(-c2ccc(Cl)cn2)c(=O)c2ccccc12 do in these assays?
Neddyl block: inactive; CSN deneddyl inh: 2; DNMT1 block: 1; NadD block: -7; LMPTP block: -2.0; Scp1 inh: -5; Rin1-Abl PPI inh: -4; STEP block: -2; SUMO1 PPI mod: -14; Rpn11 inh: inactive

Results for CC(C)c1ccc(OCC(=O)N(c2ccccn2)C2CCCCC2)cc1 ?
Neddyl block: inactive; CSN deneddyl inh: -3; DNMT1 block: 1; NadD block: 3; LMPTP block: 1.3; Scp1 inh: -5; Rin1-Abl PPI inh: 2; STEP block: 2; SUMO1 PPI mod: 2; Rpn11 inh: inactive

How did CC(C)(C)NC(=O)CSc1nc(-c2ccc(F)cc2)cs1 do in these assays?
Neddyl block: inactive; CSN deneddyl inh: -10; DNMT1 block: 2; NadD block: -8; LMPTP block: -0.8; Scp1 inh: -3; Rin1-Abl PPI inh: 4; STEP block: 0; SUMO1 PPI mod: 1; Rpn11 inh: inactive

Results for O=C(NC1CCCC1)C(c1ccccn1)N(C(=O)c1csnn1)c1ccccc1F (configuration not stated) ?
Neddyl block: inactive; CSN deneddyl inh: 5; DNMT1 block: 3; NadD block: -8; LMPTP block: -1.2; Scp1 inh: -9; Rin1-Abl PPI inh: 1; STEP block: 2; SUMO1 PPI mod: 1; Rpn11 inh: inactive

Results for CCOC(=O)N1CCN(c2cc(C)nc3nc(C)nn23)CC1 ?
Neddyl block: inactive; CSN deneddyl inh: 0; DNMT1 block: 0; NadD block: 0; LMPTP block: -1.2; Scp1 inh: 3; Rin1-Abl PPI inh: -2; STEP block: 0; SUMO1 PPI mod: 3; Rpn11 inh: inactive

What do the screens show for `COc1cc(CNc2nc(C)c([N+](=O)[O-])c(C)c2C#N)cc(OC)c1`?
Neddyl block: inactive; CSN deneddyl inh: -1; DNMT1 block: -4; NadD block: -6; LMPTP block: 1.7; Scp1 inh: -12; Rin1-Abl PPI inh: 0; STEP block: 1; SUMO1 PPI mod: -2; Rpn11 inh: inactive

What do the screens show for `Cc1nn(-c2nc3ccccc3[nH]2)c(N)c1-c1ccc(Cl)cc1`?
Neddyl block: inactive; CSN deneddyl inh: -2; DNMT1 block: -17; NadD block: 4; LMPTP block: 3.1; Scp1 inh: 9; Rin1-Abl PPI inh: 1; STEP block: 0; SUMO1 PPI mod: 0; Rpn11 inh: inactive

Reprinted from the part before: three compounds, then new ones.
Results for CCOC(=O)N1CCN(c2cc(C)nc3nc(C)nn23)CC1 ?
Neddyl block: inactive; CSN deneddyl inh: 0; DNMT1 block: 0; NadD block: 0; LMPTP block: -1.2; Scp1 inh: 3; Rin1-Abl PPI inh: -2; STEP block: 0; SUMO1 PPI mod: 3; Rpn11 inh: inactive

What do the screens show for `COc1cc(CNc2nc(C)c([N+](=O)[O-])c(C)c2C#N)cc(OC)c1`?
Neddyl block: inactive; CSN deneddyl inh: -1; DNMT1 block: -4; NadD block: -6; LMPTP block: 1.7; Scp1 inh: -12; Rin1-Abl PPI inh: 0; STEP block: 1; SUMO1 PPI mod: -2; Rpn11 inh: inactive

What do the screens show for `Cc1nn(-c2nc3ccccc3[nH]2)c(N)c1-c1ccc(Cl)cc1`?
Neddyl block: inactive; CSN deneddyl inh: -2; DNMT1 block: -17; NadD block: 4; LMPTP block: 3.1; Scp1 inh: 9; Rin1-Abl PPI inh: 1; STEP block: 0; SUMO1 PPI mod: 0; Rpn11 inh: inactive

Results for CCOC(=O)N1CCN(S(=O)(=O)N2CCCC(C(=O)NCCCN3CCCCC3)C2)CC1 (configuration not stated) ?
Neddyl block: inactive; CSN deneddyl inh: 5; DNMT1 block: 0; NadD block: -1; LMPTP block: -2.5; Scp1 inh: -7; Rin1-Abl PPI inh: 1; STEP block: -2; SUMO1 PPI mod: -2; Rpn11 inh: inactive

Results for CC(SC(=S)N1CCCC1)C(=O)O (configuration not stated) ?
Neddyl block: inactive; CSN deneddyl inh: 4; DNMT1 block: 0; NadD block: 3; LMPTP block: -0.4; Scp1 inh: -3; Rin1-Abl PPI inh: 3; STEP block: 0; SUMO1 PPI mod: 2; Rpn11 inh: inactive

What do the screens show for `O=C1CCCc2c1cc(C(=O)O)c(=O)n2-c1ccccc1`?
Neddyl block: inactive; CSN deneddyl inh: 4; DNMT1 block: 5; NadD block: 3; LMPTP block: -0.9; Scp1 inh: -3; Rin1-Abl PPI inh: 0; STEP block: 1; SUMO1 PPI mod: -2; Rpn11 inh: inactive

Results for CC(C)N(C)CCOC(=O)c1ccc2c(c1)OCCO2 ?
Neddyl block: inactive; CSN deneddyl inh: -3; DNMT1 block: -2; NadD block: -4; LMPTP block: -0.8; Scp1 inh: -5; Rin1-Abl PPI inh: 0; STEP block: -1; SUMO1 PPI mod: -1; Rpn11 inh: inactive

What do the screens show for `Cn1c(CSc2nc3ccccc3s2)nnc1SCC(=O)NCc1ccccn1`?
Neddyl block: inactive; CSN deneddyl inh: 1; DNMT1 block: 7; NadD block: -3; LMPTP block: -1.2; Scp1 inh: -5; Rin1-Abl PPI inh: -2; STEP block: -1; SUMO1 PPI mod: -1; Rpn11 inh: inactive

What do the screens show for `CC(=C/c1ccccc1)/C=N/Nc1nc(N2CCCCC2)nc(N2CCCCC2)n1`?
Neddyl block: inactive; CSN deneddyl inh: 5; DNMT1 block: 20; NadD block: 9; LMPTP block: 1.7; Scp1 inh: 4; Rin1-Abl PPI inh: 1; STEP block: 6; SUMO1 PPI mod: -1; Rpn11 inh: inactive

What do the screens show for `COc1ccc(C(=O)c2ccc(OC)c(N)c2)cc1N`?
Neddyl block: inactive; CSN deneddyl inh: -3; DNMT1 block: 36; NadD block: 2; LMPTP block: 0.3; Scp1 inh: 3; Rin1-Abl PPI inh: -3; STEP block: 0; SUMO1 PPI mod: -7; Rpn11 inh: inactive

What do the screens show for `COc1ccc(C(=O)Nc2cc(OC)nc(OC)n2)cc1`?
Neddyl block: inactive; CSN deneddyl inh: -4; DNMT1 block: 2; NadD block: 3; LMPTP block: -0.5; Scp1 inh: -2; Rin1-Abl PPI inh: 0; STEP block: 1; SUMO1 PPI mod: 3; Rpn11 inh: inactive

Results for CCOc1ccccc1NC(=O)c1oc2ccccc2c1NC(=O)C1CCCO1 (configuration not stated) ?
CSN deneddyl inh: -10; DNMT1 block: -3; NadD block: -9; LMPTP block: 1.9; Scp1 inh: -5; Rin1-Abl PPI inh: 3; STEP block: 3; SUMO1 PPI mod: 2; Rpn11 inh: inactive

Results for COc1cc(C(=O)Nc2c(C)cc(C)cc2C)c([N+](=O)[O-])cc1OC ?
Neddyl block: inactive; CSN deneddyl inh: 0; DNMT1 block: 1; NadD block: 4; LMPTP block: -1.3; Scp1 inh: -7; Rin1-Abl PPI inh: -2; STEP block: 2; SUMO1 PPI mod: -13; Rpn11 inh: inactive

How did COC(=O)c1cc(NC(=O)COC(=O)C2COc3ccccc3O2)cc(C(=O)OC)c1 (configuration not stated) do in these assays?
Neddyl block: inactive; CSN deneddyl inh: -3; DNMT1 block: 1; NadD block: -7; LMPTP block: 1.2; Scp1 inh: -2; Rin1-Abl PPI inh: 0; STEP block: -1; SUMO1 PPI mod: 5; Rpn11 inh: inactive

How did Cc1cc(C(F)F)n2nc(C(=O)Nc3ccccc3F)nc2n1 do in these assays?
Neddyl block: inactive; CSN deneddyl inh: -1; DNMT1 block: 0; NadD block: -2; LMPTP block: -1.4; Scp1 inh: -2; Rin1-Abl PPI inh: 5; STEP block: -2; SUMO1 PPI mod: -1; Rpn11 inh: inactive

What do the screens show for `O=[N+]([O-])c1ccc(N2CCCCC2)nc1`?
Neddyl block: inactive; CSN deneddyl inh: -2; DNMT1 block: 0; NadD block: -5; LMPTP block: -0.1; Scp1 inh: -4; Rin1-Abl PPI inh: -5; STEP block: -1; SUMO1 PPI mod: -36; Rpn11 inh: inactive

How did Cc1ccc2[nH]cc(C(=O)CN3CCC4(CC3)OCCO4)c2c1 do in these assays?
Neddyl block: inactive; CSN deneddyl inh: 2; DNMT1 block: 4; NadD block: -3; LMPTP block: -1.4; Scp1 inh: -10; Rin1-Abl PPI inh: -1; STEP block: -2; SUMO1 PPI mod: -2; Rpn11 inh: inactive

How did O=C1C2C3C=CC(C2C(=O)N1c1cccc(O)c1)C1C2C(=O)N(c4cccc(O)c4)C(=O)C2C31 (configuration not stated) do in these assays?
Neddyl block: inactive; CSN deneddyl inh: 4; DNMT1 block: 1; NadD block: 13; LMPTP block: 0.1; Scp1 inh: -17; Rin1-Abl PPI inh: 0; STEP block: -3; SUMO1 PPI mod: 7; Rpn11 inh: inactive

How did CCOc1ccc(/C=C2\SC(=S)N(C(C(=O)O)c3ccccc3)C2=O)cc1OC (configuration not stated) do in these assays?
Neddyl block: inactive; CSN deneddyl inh: 6; DNMT1 block: -3; NadD block: 11; LMPTP block: -0.6; Scp1 inh: -9; Rin1-Abl PPI inh: 2; STEP block: 3; SUMO1 PPI mod: -15; Rpn11 inh: inactive

What do the screens show for `CCn1c(C)[n+](CC)c2ccc(S(=O)(=O)N(C)C)cc21`?
Neddyl block: inactive; CSN deneddyl inh: -19; DNMT1 block: 3; NadD block: 17; LMPTP block: 2.3; Scp1 inh: 89*; Rin1-Abl PPI inh: -1; STEP block: 1; SUMO1 PPI mod: -1; Rpn11 inh: inactive

Screens (PubChem BioAssay)
